Source: PubChem BioAssay (several laboratories)
KCNK9 block: KCNK9 potassium channel inhibitors, primary screen, HEK293 cells, thallium flux. Potassium channel subfamily K member 9 (Homo sapiens), Q9NPC2. FluxOR thallium flux fluorescence; stronger effect = lower value. 310,000 compounds, 1.2% hits. B-score at 10 µM;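 active means ratio B-score over 3 SD below the library mean, with starting fluorescence within 5 SD of its mean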;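 further: negative B-score means less thallium flux so channel inhibition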
Platelet DG rel: inhibitors of platelet dense granule secretion, primary screen, cell-based, MLPCN, human platelets; human platelet-rich plasma, SFLLRN dense granule ATP release, luminescence; inhibition, %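 (compounds screened at 7.5 µM in platelet-rich plasma)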; 300,000 compounds, 0.22% hits;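 active means mean replicate score, as percent of positive control, at or above 50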
DYRK1A inh: rat Dyrk1A kinase inhibitors, primary screen, biochemical, single point, plate reader. ADP-Glo luminescence, NFATc1 peptide. inhibition, % at 12.5 µM. 310,000 compounds, 0.43% hits; in the data active means inhibition above about 50%;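 further: plate controls were vehicle with enzyme for no effect and no enzyme for full effect; many of its hits are not listed in these tables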
KCNK3 block: human KCNK3 channel inhibitors, primary screen, CHO cells, FluxOR thallium flux, B-score | Potassium channel subfamily K member 3 (Homo sapiens), O14649 | FluxOR fluorescence; stronger effect = lower value | B-score at 10 µM | 340,000 compounds, 0.84% hits;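 active means B-score under library mean minus 4 SD, starting fluorescence ratio at most library mean plus 5 SD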;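 further: more negative B-score means stronger inhibition of thallium flux through KCNK3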
Target sequence (O14649 whole entry, looked up): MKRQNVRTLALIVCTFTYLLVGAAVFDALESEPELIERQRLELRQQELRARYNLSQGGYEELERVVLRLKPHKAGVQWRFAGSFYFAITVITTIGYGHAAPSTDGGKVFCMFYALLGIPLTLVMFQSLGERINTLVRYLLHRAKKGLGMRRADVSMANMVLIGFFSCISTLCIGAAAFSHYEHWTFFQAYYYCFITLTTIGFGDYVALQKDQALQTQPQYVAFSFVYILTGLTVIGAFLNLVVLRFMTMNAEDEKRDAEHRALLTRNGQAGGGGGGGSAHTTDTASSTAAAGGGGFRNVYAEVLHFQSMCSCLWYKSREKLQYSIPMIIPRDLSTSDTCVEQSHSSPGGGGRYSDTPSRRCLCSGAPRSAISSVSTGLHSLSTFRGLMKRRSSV
TRPC4 PAM: positive allosteric modulators of TRPC4, primary screen, cell-based, mouse TRPC4beta, HEK293 mu-opioid, Fluo-4 calcium | DAMGO EC20, Fluo-4 Ca2+ flux; stronger effect = higher value | Short transient receptor potential channel 4 (Mus musculus), Q9QUQ5 | B-score at 10 µM | 310,000 compounds, 0.42% hits;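 active means B-score of calcium response area above 5 SD of library B-scores, with initial fluorescence ratio within 5 SD of library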;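 further: B-score of integrated fluorescence ratio over time as area under calcium response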
hERG rescue: hERG rescue from dofetilide block, primary screen, cell-based, CHO-hERG, FluxOR thallium flux, dofetilide IC70; Voltage-gated inwardly rectifying potassium channel KCNH2 (Homo sapiens), Q12809; dofetilide IC70 present; activation (rescue from dofetilide block), less the hit threshold, % at 10 µM; 310,000 compounds, 0.51% hits; AID 1511, 2009;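 active means activation above the mean of controls blocked by dofetilide plus 5 SD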;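 further: thallium influx through hERG after potassium depolarization seen as dye fluorescence rise; in these data hits start at about 4.7%; inactives centre near -7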
KCNQ1 block: inhibitors of human KCNQ1 channel, primary screen, cell-based, thallium flux, high-throughput; B-score at 10 µM; Potassium voltage-gated channel subfamily KQT member 1 (Homo sapiens), P51787; AID 2642, 2010; 310,000 compounds, 1.3% hits; CHO-K1 KCNQ1, FluxOR thallium flux fluorescence; stronger effect = higher value;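 active means compounds whose thallium flux B-score, printed positive for inhibition, exceeds three library SD while starting fluorescence stays within three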;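 further: channel opened by potassium depolarization with thallium stimulus after 20 min compound exposure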
Target sequence (P51787 whole entry, looked up): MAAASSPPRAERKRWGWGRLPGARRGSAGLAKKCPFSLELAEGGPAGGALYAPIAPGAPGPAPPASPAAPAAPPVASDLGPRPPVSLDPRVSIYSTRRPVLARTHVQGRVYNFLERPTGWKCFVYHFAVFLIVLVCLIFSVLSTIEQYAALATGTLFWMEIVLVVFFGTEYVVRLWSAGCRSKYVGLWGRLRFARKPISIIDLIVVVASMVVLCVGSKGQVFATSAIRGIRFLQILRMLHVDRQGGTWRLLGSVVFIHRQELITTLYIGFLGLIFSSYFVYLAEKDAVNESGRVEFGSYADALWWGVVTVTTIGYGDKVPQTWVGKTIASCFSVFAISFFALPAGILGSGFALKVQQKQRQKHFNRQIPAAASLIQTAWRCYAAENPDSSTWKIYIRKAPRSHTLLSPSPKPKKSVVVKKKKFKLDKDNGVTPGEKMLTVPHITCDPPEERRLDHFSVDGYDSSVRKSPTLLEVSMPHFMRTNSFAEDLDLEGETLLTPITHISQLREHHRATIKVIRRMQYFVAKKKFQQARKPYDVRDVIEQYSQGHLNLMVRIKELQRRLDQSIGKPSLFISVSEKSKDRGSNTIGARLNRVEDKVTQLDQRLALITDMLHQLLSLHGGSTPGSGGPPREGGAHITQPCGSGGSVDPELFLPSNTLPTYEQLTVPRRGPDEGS
TRPC4 act: activators of mouse TRPC4 channel, primary screen, Fluo4 calcium, HEK293 TRPC4beta/mu-opioid cells | AID 2237, 2010 | Short transient receptor potential channel 4 (Mus musculus), Q9QUQ5 | B-score at 10 µM | 310,000 compounds, 0.49% hits | Fluo4 calcium fluorescence; stronger effect = higher value;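 active means B-score above 5 SD of library B-scores, and initial fluorescence ratio not above library mean plus 5 SD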;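 further: positive B-score marks a calcium rise read as TRPC4 activation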
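Assay system – TRPC4beta and mu-opioid receptor HEK293 stable cells · Measured by – Fluo4 fluorescence, kinetic · Schedule – dye loading 45 min room temperature, 110 s kinetic read · Read-out – B-scored integrated calcium fluorescence ratio · Controls – buffer and maximal DAMGO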
TRPC4 inh: inhibitors of mouse TRPC4 channel, primary screen, Fluo4 calcium, HEK293 TRPC4beta/mu-opioid cells; 300,000 compounds, 0.39% hits; DAMGO-evoked Fluo4 calcium flux; stronger effect = lower value; Short transient receptor potential channel 4 (Mus musculus), Q9QUQ5; B-score at 10 µM; AID 2247, 2010;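 active means B-score over 3 SD under the library average, no early fluorescence shift, positive overall ratio signal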
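Assay system – HEK293 line stably carrying TRPC4beta and mu-opioid receptor · Doses – single dose · Detection – Fluo4 calcium-dye fluorescence, kinetic read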
PolyA inhibitor: polyadenylation inhibitors in yeast reporter cells, primary screen, luminescence, S. cerevisiae | S. cerevisiae SKY197-pL101 polyadenylation reporter, beta-gal luminescence; efflux-impaired pdr1/pdr3 knockout yeast; score 100 = 6 SD above DMSO | calls only at 12 µM | 300,000 compounds, 0.02% hits | AID 1875, 2009;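 active means lowest replicate activity score at least 50, where 100 means six control SD above control mean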;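 further: yeast exposed to compound for 9 h at 30 °C; higher score means more reporter readthrough which indicates perturbed polyadenylation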
KCNQ1 pot: potentiators or activators of KCNQ1 channel, primary screen, cell-based, thallium flux, high-throughput. Potassium voltage-gated channel subfamily KQT member 1 (Homo sapiens), P51787. CHO-K1 KCNQ1, thallium flux FluxOR fluorescence; stronger effect = higher value. B-score at 10 µM. 310,000 compounds, 0.35% hits. AID 2648, 2010;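 active means fluorescence ratio B-score, a plate-corrected score, at least three library SD, with initial intensity B-score within 5 SD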
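Assay system: CHO-K1 cells stably expressing KCNQ1. Medium: assay buffer for compound exposure, DMSO matched across wells. Timing: 37 °C overnight plating, 90-min dark dye load, 20-min compound pretreatment. Signal: kinetic FluxOR fluorescence, 10 s baseline plus 110 s post-stimulus.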
Numbers without * were called inactive; i = inactive; · = not tested or not shown. The list is partial; rates above refer to the full screens.

Each structure is followed by: KCNK9 block	Platelet DG rel	DYRK1A inh	KCNK3 block	TRPC4 PAM	hERG rescue	KCNQ1 block	TRPC4 act	TRPC4 inh	PolyA inhibitor	KCNQ1 pot
- O=C(c1cc2ccccc2o1)N1CCN(S(=O)(=O)c2cccs2)CC1
  i	4.6	3.5	i	i	-7.7	i	i	i	i	i
- CCOC(=O)C1=NNC2C(=O)N(CC)C(=O)C12 (stereo unspecified)
  i	-1.2	-0.9	i	i	-4.6	i	i	i	i	i
- O=C(OCc1ccccc1)/C(=C(\O)c1ccccc1Br)c1ccc(-c2ccccc2)cn1
  i	4.5	-3.9	i	i	-17.5	i	i	i	i	i
- O=C(C1=C[C@H](c2ccc(C(F)(F)F)cc2)C[C@H](OCc2ccc(CO)cc2)O1)N1CCN(Cc2ccc3c(c2)OCO3)CC1
  i	0.7	-0.6	i	i	-11.2	i	i	i	i	i
- COc1ccc(NCC(=O)N/N=C/c2ccc3c(c2)OCCO3)cc1
  i	-2.7	0.6	i	i	-10.7	i	i	i	i	i
- CC(C)(C)c1cc(C(=O)NNC(=O)c2ccc(C(F)(F)F)cc2)no1
  i	10.1	-1.1	i	i	-5.0	i	i	i	i	9*
- O=S(=O)(c1cccc(Cl)c1)N1CCC(c2nc3ccccc3[nH]2)CC1
  i	-7.3	0.1	i	i	-3.0	i	i	i	i	i
- O=C(Cn1cnc2c(nnn2Cc2ccc(F)cc2)c1=O)Nc1cccc(F)c1
  i	-2.7	0.2	i	i	-6.4	i	i	i	i	i
- O=C(Nc1ccc(N2CCOCC2)nc1)c1ccc(Cl)cc1
  i	-2.0	3.8	i	i	-9.8	i	i	i	i	i
- COc1cccc(NC(=O)CN(C)C(=O)c2ccc(N3CCOCC3)c([N+](=O)[O-])c2)c1
  i	-0.4	·	i	i	-17.4	i	i	i	i	i
- COc1ccc(Cl)cc1NC(=O)CN1CCCCCC1
  i	-1.3	2.5	i	i	-12.0	i	i	i	i	i
- Cc1ccccc1C(=O)Nc1ccc2c(c1)C(=O)NC2=O
  i	0.5	-3.7	i	i	-7.0	i	i	i	i	i
- Cc1ccc(-c2nnc(SCC(=O)N3CC(C)CC(C)C3)o2)cc1C (stereo unspecified)
  i	2.2	6.6	i	i	-9.1	i	i	i	i	i
- COC(=O)CCC(=O)OC1(C)C(=O)C=C2C=C(C3CC3)N(Cc3ccc(OC)cc3)C=C2C1=O (stereo unspecified)
  i	-1.1	4.5	i	i	-1.7	i	i	i	i	i
- Cc1nn(C2CCS(=O)(=O)C2)c(Cl)c1/C=C/C(=O)OCC(=O)c1cc(C)n(-c2ccc(F)cc2)c1C (stereo unspecified)
  i	-0.2	-3.0	i	i	-10.7	i	i	i	i	i
- Cc1ccc2cc(NC(=O)CC(CC(=O)O)c3ccccc3)ccc2n1 (stereo unspecified)
  i	2.0	0.6	i	i	-2.2	i	i	i	i	i
- CCNc1nc(C(=O)O)nc(N2CCOCC2)n1
  i	-3.4	·	i	i	-18.8	i	i	i	i	i
- COC(=O)COc1cccc2c(=O)n(CC(=O)N3CCC(C)CC3)ccc12
  i	-1.1	-2.6	i	i	-7.7	i	i	i	i	i
- O=C(NCc1ccc(F)cc1)c1cc2sccc2n1Cc1ccc(F)cc1
  -10.4*	2.1	·	·	i	-9.1	i	i	i	i	i
- COc1ccc(N2CCN(C(=O)CCC(=O)N3CC(C)Oc4ccccc43)CC2)cc1 (stereo unspecified)
  i	-1.9	1.4	i	i	-7.5	i	i	i	i	i
- CC(=O)Nc1ccc(OCC(O)CN2C(C)CCCC2C)cc1 (stereo unspecified)
  i	-6.2	0.8	i	i	-1.4	i	i	i	i	i
- COc1ccccc1C1CCN(Cc2ccc(C)cc2)CC1
  i	7.1	2.5	i	i	-15.1	i	i	i	i	i
- Cc1cc(-c2nnc(SCC(=O)Nc3ccc(F)cc3F)n2N)n[nH]1
  i	-4.0	-1.9	i	i	0.0	i	i	i	i	i
- Cn1cc(CNCC2CCCO2)c(-c2ccc(Oc3ccccc3)cc2)n1 (stereo unspecified)
  i	-4.1	-3.1	i	i	-7.2	i	i	-7*	i	i
- CC(C)C[C@H](NC(=O)N1CC(=O)Nc2ccccc21)C(=O)N[C@@H](Cc1ccccc1)C(=O)O
  i	-1.5	1.4	i	i	-5.5	i	i	i	i	i
- Cc1cccc(N2C(=O)c3cccnc3C2=O)c1
  i	4.0	-2.9	i	i	-4.9	i	i	i	i	i
- Cc1ccc(Nc2nc3ccc(Cl)cc3n3cnnc23)cc1F
  i	6.2	11.0	i	i	-9.6	i	i	i	i	i
- COc1ccc(CN=C2NN=C(c3cccc(OC)c3)CS2)cc1
  i	1.9	1.0	i	i	-7.5	i	i	i	i	i
- O=[N+]([O-])c1ccc(/C=N/n2c(COc3ccccc3)n[nH]c2=S)cc1
  i	2.6	2.6	i	i	-5.3	i	i	i	i	i
- COc1ccc(C(C)=O)cc1CN1C(=O)NC2(CCCCCC2)C1=O
  i	10.0	3.9	i	i	-10.2	i	i	i	i	i
- Cc1ccc(C(=O)O)cc1N1C(=O)c2cccc3c([N+](=O)[O-])ccc(c23)C1=O
  i	-1.1	1.1	i	i	-20.9	i	i	i	i	i
- CC(C)OCCCNC(=O)C1CCC(CNS(=O)(=O)c2cccc3nsnc23)CC1 (stereo unspecified)
  i	-17.8	-2.0	i	i	-4.8	i	i	i	i	i
- Cc1cc(N2CCN(S(=O)(=O)c3ccc(Cl)c(Cl)c3)CC2)c2ccccc2n1
  i	-1.2	-3.2	i	i	-24.5	i	i	i	i	i
- CC1=CSC2=NS(=O)(=O)CCN12
  i	6.1	-2.6	i	i	-8.2	i	i	i	i	i
- Cc1cc(Br)ccc1NC(=O)CN(C)Cc1cccs1
  -11.7*	2.2	-6.1	-9.02*	i	-12.2	i	i	i	i	i
- CC(C)C(=O)NNC(=O)c1csc(CS(=O)(=O)c2ccc(Cl)cc2)n1
  i	-7.8	1.5	i	i	-2.2	i	i	i	i	i
- CCOC(=O)c1cc(C(=O)Nc2ccc(S(=O)(=O)Nc3ccc(OC)cc3)cc2)nn1C
  i	0.6	-7.6	i	i	-7.4	i	i	i	i	i
- Cc1[nH]ccc(=O)c1Cc1c(Cl)cccc1Cl
  i	-1.1	-2.0	i	i	-7.0	i	i	i	i	i
- Cc1cc(OCCn2ccnc2)cc(C(C)C)c1
  i	30.6	·	i	i	-5.8	i	i	i	i	i
- Cc1nc(SCc2ccc([N+](=O)[O-])cc2)nc2ccccc12
  i	-2.6	-0.9	i	i	-12.6	i	i	i	i	i
- COc1cc(C2NC(=O)NC(C)=C2C(C)=O)ccc1O (stereo unspecified)
  i	3.9	-6.7	i	i	-5.3	i	i	i	i	i
- CCCOc1ccc(-c2nc(N3CCN(C)CC3)c3ccccc3n2)cc1
  i	-6.7	-1.6	i	i	-12.1	i	i	i	i	i
- O=C(NCc1ccc(F)cc1)C1CCCN1C(=O)Nc1ccccc1 (stereo unspecified)
  i	21.8	2.1	i	i	-4.8	i	i	i	i	i
- COc1ccc(C(=O)NC2CCN(C(=S)NCCc3ccccc3)CC2)cc1
  i	0.5	1.4	i	i	-8.4	i	i	i	i	i
- CC(NC(=O)C1CCN(c2nnc(N3CCCC3=O)s2)CC1)c1ccccc1 (stereo unspecified)
  i	7.1	1.6	i	i	-7.0	i	i	i	i	i
- CCc1ccc(NC(=O)Cn2nnc(C(=O)NCc3cccs3)c2N)cc1
  i	13.7	-1.0	i	i	-7.4	i	i	i	i	i
- Cc1cccn2c(=O)c(C=C(C#N)C#N)c(N3CCN(c4cccc(Cl)c4)CC3)nc12
  i	-2.8	-1.4	i	i	-2.5	i	i	i	i	i
- CNc1nc(C23CC4CC(CC(C4)C2)C3)cs1
  i	15.4	-4.4	i	i	-0.8	i	i	i	i	i
- O=C(CNC(=O)c1ccco1)NCC(=O)OCc1cccc(C(=O)Oc2ccccc2)c1
  i	-5.8	-3.8	i	i	-7.3	i	i	i	i	i
- O=C(c1ccc(Cl)nc1)N1CCN(S(=O)(=O)c2ccccc2)CC1
  i	3.0	-7.2	i	i	-7.8	i	i	i	i	i

Continuation:
Each structure is followed by: KCNK9 block	Platelet DG rel	DYRK1A inh	KCNK3 block	TRPC4 PAM	hERG rescue	KCNQ1 block	TRPC4 act	TRPC4 inh	PolyA inhibitor	KCNQ1 pot
- COc1ccc(CCNCc2cc(C)n(-c3ccc(OC)cc3)c2C)cc1
  i	-5.7	·	i	i	-11.7	i	i	i	i	i
- Cc1cc(NC(=O)CSc2nc(Cc3ccccc3)c(C)[nH]2)no1
  i	0.8	-2.3	i	i	-7.8	i	i	i	i	i
- CCN1CCN(C(c2cccs2)C(C)NC(=O)c2ccco2)CC1 (stereo unspecified)
  i	0.7	·	i	i	-7.3	i	i	i	i	i
- CCn1cc(/C=N\NC(=O)c2ccc(Cl)cc2)cn1
  i	11.5	-7.3	i	i	-3.7	i	i	i	i	i
- COc1ccc(C2c3c(ncn(CCN4CCOCC4)c3=N)Oc3ccc4ccccc4c32)cc1OC (stereo unspecified)
  i	9.0	1.9	i	i	-10.0	i	i	i	i	i
- C/C(=N\OCC(=O)Nc1nc2ccccc2s1)c1ccccc1
  i	1.1	-8.3	i	i	-4.2	i	i	i	i	i
- NS(=O)(=O)c1ccc(CNc2ccc3ccccc3n2)cc1
  i	1.9	4.1	i	i	-3.5	i	i	i	i	i
